PPC-1+TRAIL kill: kills PPC-1 cancer cells in the presence of TRAIL. PPC-1 cells + TRAIL, ATPLite viability luminescence. actives 0.41% (n = 220,000). cell killing (% activity), % at 4 µM;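 active = cell killing above 50% in the first pass at 4 µM, then a duplicate retest at 5 µM averaging 50% or more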;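 note: plate controls were cells with TRAIL plus DMSO for no effect and medium-only wells lacking cells for full effect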
NPY1 pot ag: potentiates or activates human NPY-Y1 receptor; P25929; NPY-Y1 expressing cells, potentiator/agonist activation; activation, % at 3.6 µM; actives 0.37% (n = 220,000); AID 1304; in the data active = activation above about 33%, passing the limit was not always enough;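 note: cells stimulated with NPY at EC10 then isoproterenol at EC100; 0% = low agonist plus stimulus and 100% = saturating agonist plus stimulus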
TRPML3 ag: activates the human TRPML3 channel | Q8TDD5 | HEK293 TRPML3-YFP, Fluo-8 calcium fluorescence; 100% = the carbachol control signal | activation, % at 3 µM | actives 0.29% (n = 220,000) | AID 1448;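 active = activation above its plate's cutoff, the mean activation of the plate's test wells plus 3 SD, cut at about 12% in these data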;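 note: 0% = DMSO only wells and 100% = carbachol wells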
Target sequence (Q8TDD5 whole entry, looked up): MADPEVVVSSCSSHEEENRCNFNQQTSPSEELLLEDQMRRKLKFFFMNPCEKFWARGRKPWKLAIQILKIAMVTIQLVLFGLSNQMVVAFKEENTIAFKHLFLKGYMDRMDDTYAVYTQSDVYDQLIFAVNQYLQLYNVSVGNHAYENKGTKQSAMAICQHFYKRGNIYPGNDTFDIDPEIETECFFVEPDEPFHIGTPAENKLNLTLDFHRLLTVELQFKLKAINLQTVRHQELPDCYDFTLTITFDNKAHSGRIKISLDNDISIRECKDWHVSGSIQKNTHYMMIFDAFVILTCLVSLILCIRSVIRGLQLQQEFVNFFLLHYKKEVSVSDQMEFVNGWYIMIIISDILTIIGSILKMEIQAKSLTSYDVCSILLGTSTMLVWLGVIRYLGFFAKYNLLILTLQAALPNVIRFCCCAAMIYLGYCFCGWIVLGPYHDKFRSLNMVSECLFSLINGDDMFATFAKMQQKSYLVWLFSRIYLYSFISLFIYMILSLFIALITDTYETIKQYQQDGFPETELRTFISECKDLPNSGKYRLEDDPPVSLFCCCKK
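system = HEK293 cells stably carrying human TRPML3-YFP | doses = one concentration, 3 µM nominal, 0.3% DMSO | timing = dye loading 1 h 37 °C then 30 min ambient, 125 s read | detection = Fluo-8 calcium dye fluorescence, ex 470-495, em 515-575 nm | benchmarks = high control carbachol 87 µM, low control DMSO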
PGE2 EP2 inh: inhibitors of human EP2 prostaglandin E2 receptor. inhibition, % at 25 µM. P43116. AID 1422. C6 glioma cells expressing human EP2, cAMP TR-FRET; cells stimulated with saturating PGE2. actives 0.52% (n = 260,000);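 active = percent inhibition above 40 after rounding to a whole number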;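 note: rat C6 glioma host cells with rolipram phosphodiesterase inhibitor present; the protocol text gives 20 µM as final concentration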
14-3-3 Bad PPI: disrupts binding of bovine 14-3-3 zeta to phospho-Bad peptide; AID 781; TR-FRET 14-3-3zeta/Dy647-pBad peptide displacement, 1 h; actives 0.71% (n = 220,000); P63103; inhibition, % at 21.7 µM;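 active = inhibition above about 70%, limit read from the data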;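 note: 0% = full 14-3-3 plus peptide FRET controls and 100% = background without 14-3-3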
Target sequence (P63103 whole entry, looked up): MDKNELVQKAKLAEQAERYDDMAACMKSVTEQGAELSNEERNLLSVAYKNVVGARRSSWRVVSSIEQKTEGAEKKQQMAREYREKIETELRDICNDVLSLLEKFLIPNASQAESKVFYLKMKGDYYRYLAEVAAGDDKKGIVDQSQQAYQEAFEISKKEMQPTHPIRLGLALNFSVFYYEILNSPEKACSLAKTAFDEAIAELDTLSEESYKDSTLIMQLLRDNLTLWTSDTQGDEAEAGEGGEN
CHOP inh: CHOP inhibition in unfolded protein response; inhibition, % at 10 µM; actives 3.8% (n = 220,000); CHO-K1 CHOP-promoter luciferase, tunicamycin-induced, 15-18 h;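 active = compounds that reduced the stress-induced luciferase reporter signal by more than about 70% of percent inhibition, limit read from the data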;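 note: 0% = tunicamycin plus vehicle and 100% = wells without tunicamycin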
EP2 mod: EP2 receptor (human) modulation | P43116 | EP2-expressing cells, cAMP HTRF FRET, PGE2 co-stimulation | induction, % at 25 µM | actives 0.83% (n = 260,000);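 active = compounds whose cAMP rise, as percent of the full-agonist control response, exceeds 60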;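 note: rat C6 glioma line stably carrying human EP2 under a CMV promoter; the protocol text gives 20 µM as final concentration; 100% = response of wells given 1 µM PGE2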
zfTRPN1 agonist: zebrafish TRPN1 (NompC) channel agonism | HEK293 zebrafish TRPN1-YFP, Fluo-8 calcium fluorescence; 100% = response to 87 µM carbachol | activation, % at 3 µM | actives 0.18% (n = 220,000) | AID 1424;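 active = activation above its plate's cutoff, the mean activation of test wells on that plate plus 3 SD, cut at about 19% in these data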;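 note: 0% = DMSO alone and 100% = 87 µM carbachol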
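Material – zebrafish TRPN1-YFP in HEK293 cells · Doses – 3 µM single point · Schedule – dye 1 h 37 °C plus 30 min RT · Signal – Fluo-8 calcium fluorescence, excitation 470-495 nm, emission 515-575 nm · Read-out – % activation versus carbachol response · Control set – carbachol high, DMSO low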
NPY-Y1 antag: antagonists of human neuropeptide Y receptor Y1; inhibition, % at 3.6 µM; P25929; HEK293-CNG Y1 cells, membrane potential fluorescence; NPY at EC95, then isoproterenol; actives 1% (n = 200,000);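 active = inhibition above the campaign mean inhibition of all tested compounds plus 3 SD, cut at about 20% in these data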;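 note: 0% = DMSO wells given NPY plus isoproterenol and 100% = isoproterenol alone without NPY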
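Test system – HEK293 Y1/CNG channel cell line · Also added – NPY agonist 25 nM, then isoproterenol 1 µM plus Ro 20-1724 25 µM · Compound dosing – one concentration, 3.6 µM, in 0.4% DMSO · Schedule – compound incubation 1 h at room temperature, readout 45 min post-stimulation · Technique – fluorescence, membrane potential probe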
Starred values were filed as active, the others as inactive; . = no result given; & = joins results of further samples; [ ] = dose if it differs, or a comment.

item | Compound | PPC-1+TRAIL kill | NPY1 pot ag | TRPML3 ag | PGE2 EP2 inh | 14-3-3 Bad PPI
1 | CCCCN(CCCC)CCCOC(=O)c1ccc(N)cc1 | 2 | -9 | 0.6 | 16&11 | -5
2 | COc1cc(C2Oc3cc(C4Oc5cc(O)cc(O)c5C(=O)C4O)ccc3OC2CO)ccc1O (centres undefined) | 20 | -2 | 0.3 | 10 | 10
3 | CC(C)(C)NCC(O)COc1cccc2c1C[C@H](O)[C@H](O)C2 (some centres undefined) | 15 | 118* | 0.7 | 11&12 | 2
4 | CCCC(=O)O[C@]1(C(=O)COC(C)=O)CC[C@H]2[C@@H]3C[C@H](F)C4=CC(=O)C=C[C@]4(C)[C@@]3(F)[C@@H](O)C[C@@]21C | 20 | -29 | 1.8 | 14 | -4
5 | C/C(=N\NC(=S)NCc1ccccc1)C1CCCCC1 | 6 | 13 | 1.5 | 8 | -21
6 | CC(=O)Oc1ccc2c(C)cc(=O)oc2c1 | -6 | -16 | 0.4 | 13 | -15
7 | COc1cc(N)c(Cl)cc1C(=O)N[C@@H]1CCN(CCCOc2ccc(F)cc2)C[C@@H]1OC | 12 | -11 | 0.2 | 18 | 1
8 | Cc1c(C)n(Cc2ccccc2)c2ccc(C(=O)OCCN(C)C)cc12 | -9 | -24 | -0.1 | 7 | -1
9 | CN(C)CCCSc1ccccc1NC(=O)/C=C/c1ccccc1 | 12 | -20 | 0.9 | 14 | 26
10 | CC1(C)O[C@@H]2C[C@H]3[C@@H]4C[C@H](F)C5=CC(=O)C=C[C@]5(C)[C@@]4(F)[C@@H](O)C[C@]3(C)[C@]2(C(=O)CO)O1 | 13 | 15 | 1.6 | 17 | -3

item | CHOP inh | EP2 mod | zfTRPN1 agonist | NPY-Y1 antag
1 | 0 | 26&14 | 0.4 | 2
2 | 5 | 80* | 0.7 | 2
3 | 1 | 12&-1 | 0.6 | -10
4 | 23 | -1 | 2.3 | -7
5 | 56 | 49 | 0.0 | 4
6 | 15 | 0 | 0.8 | 4
7 | -12 | . | -0.2 | 10
8 | 44 | 19 | 1.9 | 18
9 | 1 | . | -1.2 | 11
10 | 19 | 10 | 3.0 | -4

(further entries)
item | Compound | PPC-1+TRAIL kill | NPY1 pot ag | TRPML3 ag | PGE2 EP2 inh | 14-3-3 Bad PPI
11 | CC(C)NNC(=O)c1ccncc1 | 14 | 11 | -0.1 | 10&8&12 | -3
12 | O=C(c1ccccn1)N(Cc1cccs1)C1(C(=O)NC2CCCCC2)CCCCC1 | -6 | 8 | 1.1 | 4 | -12
13 | Nc1c2ccccc2nc2ccccc12 | 29 | 64* | 0.5 | 6&13 | 1
14 | CCCCCCCCCCCCCCCC(O)C(N)CO (centres undefined) | 15 | -1 | 0.6 | 15 | 12
15 | CCCOc1ccc2nc(NC(=O)OC)[nH]c2c1 | 6 | -8 | -0.2 | 11 | -11[fluorescence artefact?]
16 | Cc1scc2c1N(C(=O)CN1CCN(C)CC1)c1ccccc1NC2=O | 17 | -14 | 0.9 | 18&27&10 | 1
17 | N=c1nc(N2CCCCC2)cc(N)n1O | 19 | 4 | 0.7 | 5&20&12&10 | -2
18 | CCN(CC)CC1CCCCN1CC(=O)N1c2ccccc2C(=O)Nc2cccnc21 (centres undefined) | 10 | 15 | 1.0 | 13 | 7
19 | O=C1NC(=S)S/C1=C\C=C\c1ccc([N+](=O)[O-])o1 | 24 | 17 | 11 | 8 | 87*
20 | COc1ccc(C(=O)c2ccccc2)c(O)c1 | 35 | 0 | -0.2 | 3&13 | 10
21 | CCCC(=O)O[C@]1(C(=O)CCl)[C@@H](C)C[C@H]2[C@@H]3CCC4=CC(=O)C=C[C@]4(C)[C@@]3(F)C(=O)C[C@@]21C | 11 | -33 | -0.1 | 15 | -3
22 | COc1ccc(-c2oc3c(CC=C(C)C)c(O[C@@H]4O[C@H](CO)[C@@H](O)[C@H](O)[C@H]4O)cc(O)c3c(=O)c2O[C@@H]2O[C@@H](C)[C@H](O)[C@@H](O)[C@H]2O)cc1 | -3 | 6 | 0.1 | 15&8 | 4
23 | O=C(O)Cc1cn(-c2ccccc2)nc1-c1ccc(Cl)cc1 | -9 | -6 | -0.5 | 3 | 3

item | CHOP inh | EP2 mod | zfTRPN1 agonist | NPY-Y1 antag
11 | -33&1 | 19&17&21 | -0.7 | -2
12 | -7 | 2 | 0.7 | 44*
13 | -18 | -11&0 | 0.4 | .
14 | . | -35 | 1.9 | 0
15 | . | 20&-26 | 0.1 | 5
16 | -13&21 | 21&-20&36 | -0.1 | -4
17 | 11&0 | -13&-27&23 | -0.8 | -4
18 | -4 | . | 0.1 | 13
19 | 105* | -45 | 21* | .
20 | 2 | 41&51 | -1.1 | 6
21 | 29 | -2 | -1.1 | 6
22 | 22 | 7 | 1.7 | 0
23 | -9 | -22 | 0.2 | 1

Part of the list above, with two lines to a compound:
Under each structure – PPC-1+TRAIL kill, NPY1 pot ag, TRPML3 ag, PGE2 EP2 inh, 14-3-3 Bad PPI, CHOP inh, EP2 mod, zfTRPN1 agonist, NPY-Y1 antag
12) O=C(c1ccccn1)N(Cc1cccs1)C1(C(=O)NC2CCCCC2)CCCCC1
  -6, 8, 1.1, 4, -12, -7, 2, 0.7, 44*
13) Nc1c2ccccc2nc2ccccc12
  29, 64*, 0.5, 6&13, 1, -18, -11&0, 0.4, .
14) CCCCCCCCCCCCCCCC(O)C(N)CO (centres undefined)
  15, -1, 0.6, 15, 12, ., -35, 1.9, 0
15) CCCOc1ccc2nc(NC(=O)OC)[nH]c2c1
  6, -8, -0.2, 11, -11[fluorescence artefact?], ., 20&-26, 0.1, 5
16) Cc1scc2c1N(C(=O)CN1CCN(C)CC1)c1ccccc1NC2=O
  17, -14, 0.9, 18&27&10, 1, -13&21, 21&-20&36, -0.1, -4
17) N=c1nc(N2CCCCC2)cc(N)n1O
  19, 4, 0.7, 5&20&12&10, -2, 11&0, -13&-27&23, -0.8, -4
18) CCN(CC)CC1CCCCN1CC(=O)N1c2ccccc2C(=O)Nc2cccnc21 (centres undefined)
  10, 15, 1.0, 13, 7, -4, ., 0.1, 13
19) O=C1NC(=S)S/C1=C\C=C\c1ccc([N+](=O)[O-])o1
  24, 17, 11, 8, 87*, 105*, -45, 21*, .
20) COc1ccc(C(=O)c2ccccc2)c(O)c1
  35, 0, -0.2, 3&13, 10, 2, 41&51, -1.1, 6
21) CCCC(=O)O[C@]1(C(=O)CCl)[C@@H](C)C[C@H]2[C@@H]3CCC4=CC(=O)C=C[C@]4(C)[C@@]3(F)C(=O)C[C@@]21C
  11, -33, -0.1, 15, -3, 29, -2, -1.1, 6
22) COc1ccc(-c2oc3c(CC=C(C)C)c(O[C@@H]4O[C@H](CO)[C@@H](O)[C@H](O)[C@H]4O)cc(O)c3c(=O)c2O[C@@H]2O[C@@H](C)[C@H](O)[C@@H](O)[C@H]2O)cc1
  -3, 6, 0.1, 15&8, 4, 22, 7, 1.7, 0
23) O=C(O)Cc1cn(-c2ccccc2)nc1-c1ccc(Cl)cc1
  -9, -6, -0.5, 3, 3, -9, -22, 0.2, 1

A portion of the library; count on the stated rates, not on these rows.
